# D2 potentiator = positive allosteric modulators of human D2 dopamine receptor. hit rate 0.34% among 340,000. potentiation, % at 10 µM. P14416. HEK293 T-REx D2, calcium flux, EC20 dopamine potentiation. AID 485347;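 active = potentiation over 3 SD above the plate norm, cut at about 30% in these data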; also: 0% is about no effect
#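 Primary screen. Calcium kinetics in induced HEK293 T-REx D2 cells: compound pre-addition 180 s, EC20 dopamine, 180 s more.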
# D1 antagonist = blocks dopamine activation of the human D1 receptor; P21728; HEK293 TREx D1 cells, calcium flux, dopamine EC80; hits give low values; activity change, negative = inhibition, % at 10 µM; hit rate 3.2% among 360,000; in the data active = activity change below about -30%; also: % is scaled to controls: 0 for no effect and ±100 for the full control effect
# Target sequence (P21728 whole entry, looked up): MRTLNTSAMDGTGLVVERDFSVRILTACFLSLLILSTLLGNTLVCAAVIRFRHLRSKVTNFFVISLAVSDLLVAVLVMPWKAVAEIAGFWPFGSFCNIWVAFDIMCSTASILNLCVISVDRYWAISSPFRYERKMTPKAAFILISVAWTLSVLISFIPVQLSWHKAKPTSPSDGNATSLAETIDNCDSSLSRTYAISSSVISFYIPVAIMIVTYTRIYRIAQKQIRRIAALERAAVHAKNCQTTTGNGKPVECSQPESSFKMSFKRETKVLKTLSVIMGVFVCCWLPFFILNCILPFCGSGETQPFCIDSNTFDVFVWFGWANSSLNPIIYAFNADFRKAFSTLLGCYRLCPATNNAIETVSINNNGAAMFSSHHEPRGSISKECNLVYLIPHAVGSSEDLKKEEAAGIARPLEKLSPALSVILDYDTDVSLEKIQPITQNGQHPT
#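 Inducible Hek293 Trex D1 cells (tetracycline, overnight, 30 C). Calcium dye 30–90 min RT. Antagonist mode: EC80 dopamine added after 180 s compound read.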
# D1 PAM = enhances dopamine response at the human D1 receptor | P21728 | HEK293 TREx D1 cells, calcium flux, dopamine EC20 potentiation | potentiation, % at 10 µM | hit rate 0.036% among 360,000 | AID 504651; in the data active = potentiation above about 30%; also: 0% is about no effect
# RXFP1 antag = antagonists of human relaxin receptor RXFP1; Q9HBX9; HEK293-RXFP1, relaxin-stimulated cAMP HTRF, 30 min; hits give low values; activity change, negative = inhibition, % at 57.5 µM; hit rate 0.59% among 350,000;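 active = activity change of -60% or lower, but not beyond a set lower limit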; also: % is scaled to controls: 0 for no effect and ±100 for the full control effect
# D1 ag = agonists of human D1 dopamine receptor | P21728 | HEK293 T-REx D1 cells, calcium flux, agonist mode | activation, % at 2 µM | hit rate 1% among 360,000; also: 0% is about no effect
#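 Tetracycline-induced HEK293 TREx D1 cells, force-coupled to calcium signalling, were dye-loaded with a no-wash calcium kit. Compound was pin-added after a 10 s baseline. Fluorescence was read kinetically at 1 cycle/s for 180 s, with calcium rises flagged as agonism.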
# TRHR ag = activates the human TRH receptor; P34981; TRHR cells, calcium flux fluo-8, FDSS agonist mode; activation, % at 2 µM; hit rate 0.18% among 360,000; also: 0% is about no effect
# Target sequence (P34981 whole entry, looked up): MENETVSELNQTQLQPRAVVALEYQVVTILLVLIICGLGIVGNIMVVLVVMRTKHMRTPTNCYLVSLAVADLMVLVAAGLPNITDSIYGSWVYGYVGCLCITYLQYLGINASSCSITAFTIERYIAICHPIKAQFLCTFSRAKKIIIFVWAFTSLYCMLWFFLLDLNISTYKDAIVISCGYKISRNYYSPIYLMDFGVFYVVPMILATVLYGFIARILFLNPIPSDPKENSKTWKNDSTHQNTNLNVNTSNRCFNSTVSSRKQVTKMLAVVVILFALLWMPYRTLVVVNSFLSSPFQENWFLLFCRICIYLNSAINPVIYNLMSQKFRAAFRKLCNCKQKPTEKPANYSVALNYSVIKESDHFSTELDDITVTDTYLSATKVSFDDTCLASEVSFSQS
#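 TRHR-expressing cells, plated overnight in medium with 10% serum, were loaded with fluo-8 calcium dye at room temperature. After a 10 s baseline, library compound was pin-added and calcium release was recorded kinetically (ex 480/em 530) as agonist response.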
# TRHR PAM = TRH receptor (human) allosteric enhancement | P34981 | TRHR cells, fluo-8 calcium fluorescence, EC20 TRH enhancement | enhancement, % at 2 µM | hit rate 0.66% among 360,000; in the data active = enhancement above about 30%; also: 0% is about no effect
#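 TRHR-expressing cells loaded with fluo-8 calcium dye were read kinetically (ex 480/em 530) during compound addition, then stimulated with an EC20 of TRH (10 nM final). Enhancement of the Gq-mediated intracellular calcium response was scored.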
# D2 ag = activates the human D2 dopamine receptor | P14416 | HEK293 T-REx D2 cells, calcium flux agonist mode | activation, % at 2 µM | hit rate 0.53% among 340,000 | AID 485358;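 active = activation over 3 SD above normal in the single-dose calcium agonist read, cut at about 30% in these data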; also: 0% is about no effect
#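 Tetracycline-induced HEK293 Trex cells with D2 receptor force-coupled to calcium signaling, plated overnight at 30 C and loaded with no-wash calcium dye. Calcium flux read kinetically for 180 s after compound addition; responses flag agonists.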
# D2 antag = D2 dopamine receptor (human) antagonism; inhibition, % at 10 µM; HEK293 TREx D2 cells, calcium flux, dopamine EC80; hit rate 2% among 340,000; AID 485344; in the data active = inhibition above about 30%; also: 0% is about no effect
#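 Cells plated overnight at 30 C with tetracycline; no-wash calcium dye, 30–90 min RT; 10 s baseline; compound pinned; 180 s read; EC80 dopamine added; another 180 s read.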
# The depositor's hits bear a star; · = no result given. Rule as the data show it, unless noted: active = activation above about 30%; inactive = the rest.
SMILES,D2 potentiator,D1 antagonist,D1 PAM,RXFP1 antag,D1 ag,TRHR ag,TRHR PAM,D2 ag,D2 antag
COc1ccc(-c2nc(CS(=O)CC(=O)NCc3ccccn3)c(C)o2)cc1 (configuration not stated),-4,1,2,5,1,-0.6,3,0.2,-2
COc1cc(OC)cc(C(=O)Nc2cccc(NC(=O)c3ccccc3)c2)c1,-1,-13,-2,-2,2,0.3,-2,-1.1,-13
CCCCC(=O)Nc1cccc(-c2nnc(-c3ccccc3)o2)c1,9,-8,-3,-4,1,0.2,-16,0.0,-4
COCCn1c(SCC(=O)N2CCCC2)nnc1-c1ccoc1C,-7,8,-3,-2,0,0.0,7,-0.7,-31
CCOC(=O)COc1ccc(C2CC(C)=NN2c2ccccc2)cc1 (configuration not stated),-1,-20,-11,-22,7,-1.4,3,-0.6,17
CCC(CC)C(=O)Nc1ccc(Cl)c(Cl)c1,2,-21,-6,-5,8,-0.7,-11,-0.6,11
CCn1cc(/C=C(\NC(=O)c2ccc(OC)cc2)C(=O)NCCCn2ccnc2)c2ccccc21,-1,1,-2,-4,1,0.4,8,-0.5,·
CC1=C(C(=O)Nc2cccc(C(F)(F)F)c2)C(c2ccccc2)n2ncnc2N1 (configuration not stated),·,0,-1,·,-2,0.1,-2,·,·
Cc1ccc(-c2cc(C(=O)NCC3CCCO3)c3ccccc3n2)cc1C (configuration not stated),-3,5,0,-8,-1,0.0,11,2.2,4
O=C(CN1CCN(C(=O)c2cncn2-c2ccc(F)cc2)CC1)Nc1ccccc1C(F)(F)F,11,14,-2,-11,2,0.0,0,1.3,-13
O=C(Cn1ncc2c([nH]c3ccccc32)c1=O)Nc1cccc(C(F)(F)F)c1,4,-1,1,3,0,0.3,15,0.4,·
COc1ccc(NC(=S)N2CCN(C(=O)c3ccco3)CC2)cc1,-9,0,3,-24,3,0.6,-10,2.8,32*
O=[N+]([O-])c1cc([N+](=O)[O-])c2cccnc2c1Oc1ccccc1O,-2,-3,6,·,1,0.0,1,0.6,-5
CN(C(=O)CCCN1C(=O)c2ccccc2C1=O)C1CCCCC1,2,2,-7,2,0,-0.5,3,0.0,-2
Cn1c(NC(=O)C2CCCO2)cc(=O)n(C)c1=O (configuration not stated),-13,6,-9,-9,3,1.0,4,-0.7,-9
Cc1nc([N+](=O)[O-])c(Br)n1CC(=O)c1ccc(Cl)cc1,16,-7,-5,-9,6,-0.1,-4,0.0,-13
CCCc1cc(=O)[nH]c(SCC(=O)c2c(C)[nH]c3ccccc23)n1,-2,5,-4,8,3,-0.1,6,-0.2,14
CC(=O)Oc1ccc(/C=c2\sc3ncnn3c2=O)cc1,1,-11,-2,2,8,0.9,0,-0.4,-11
Cc1nc2c3ccccc3n(CCN3CCCCC3)c2s1,4,4,-4,·,-2,-0.5,1,-1.2,40*
CC(C)(C)Nc1nc(-c2ccc3c(c2)CCN3C(=O)C2CC2)cs1,14,-22,-8,-24,2,0.4,-4,0.1,-19
COc1ccc(-c2nsc3c(SCC(=O)Nc4cc(C)ccc4C)ncnc23)cc1,4,-5,0,·,6,0.0,1,-0.2,6
O=C(Cc1cccs1)N1CCN(S(=O)(=O)c2ccccc2)CC1,15,0,-3,1,2,0.1,2,-0.2,-8
Cn1cc(Cl)c(C(=O)OCC(=O)Nc2ccccc2)n1,1,-4,-5,10,1,-0.2,-4,-1.8,10
CC1=NN(c2nc(-c3ccc(C)cc3)cs2)C(=O)C1N=Nc1ccc2ccccc2c1 (configuration not stated),-7,2,2,-8,4,0.9,-3,-0.1,2
Cc1ccc(Cl)cc1NC(=O)Cc1ccc(-n2c(C)nc3cccnc32)cc1,1,13,1,-12,1,-0.4,-9,·,·

# Shown as a hit in D2 antag, of those listed so far:
SMILES,D2 potentiator,D1 antagonist,D1 PAM,RXFP1 antag,D1 ag,TRHR ag,TRHR PAM,D2 antag
COc1ccc(NC(=S)N2CCN(C(=O)c3ccco3)CC2)cc1,-9,0,3,-24,3,0.6,-10,32*
Cc1nc2c3ccccc3n(CCN3CCCCC3)c2s1,4,4,-4,·,-2,-0.5,1,40*

# Structures listed so far that have two or more sulfur atoms, in the order listed:
SMILES,D2 potentiator,D1 antagonist,D1 PAM,RXFP1 antag,D1 ag,TRHR ag,TRHR PAM,D2 ag,D2 antag
COc1ccc(-c2nsc3c(SCC(=O)Nc4cc(C)ccc4C)ncnc23)cc1,4,-5,0,·,6,0.0,1,-0.2,6
O=C(Cc1cccs1)N1CCN(S(=O)(=O)c2ccccc2)CC1,15,0,-3,1,2,0.1,2,-0.2,-8

# (listing goes on)
SMILES,D2 potentiator,D1 antagonist,D1 PAM,RXFP1 antag,D1 ag,TRHR ag,TRHR PAM,D2 ag,D2 antag
O=C(NCCN1CCC(Cc2ccccc2)CC1)C1CCCN(S(=O)(=O)c2cnc[nH]2)C1 (configuration not stated),-12,-4,·,·,3,0.4,-12,14,-23
COc1cc(/C=C/C(=O)OCC(=O)NC(=O)NC(C)C)ccc1O,-1,0,6,-8,5,-0.2,5,-1.5,6
Cn1c(N)c(S(=O)(=O)NCc2ccc(F)cc2)c(=O)n(C)c1=O,8,0,1,-2,1,0.6,7,-0.8,0
Cc1ccc(S(=O)(=O)c2cc3cc(Br)ccc3oc2=O)cc1,-1,0,5,·,5,-0.2,0,0.3,-11
O=C(CN1C(=O)CSc2ccc(S(=O)(=O)N3CCCCC3)cc21)NCc1ccc(F)cc1Cl,17,-4,3,·,1,0.4,-4,-0.7,·
CCOCCCN(C)C1CCN(S(=O)(=O)c2csc(C(N)=O)c2)CC1,6,14,-2,-7,0,0.8,-3,0.3,28
Cc1cc(=O)oc2cc(OC(=O)CCCCCN3C(=O)c4ccccc4C3=O)ccc12,12,-21,3,-8,10,0.4,-3,1.2,-6
COC(=O)C1=C(C)N(C)C(=O)NC1c1ccc([N+](=O)[O-])o1 (configuration not stated),-5,7,-2,-3,-2,-0.3,-6,0.0,-3
CCN(Cc1ccccc1)C(=O)Nc1ccc2c(c1)N(C)C(=O)c1ccccc1S2,-2,-2,-3,0,-1,-0.4,-2,0.1,·
COc1ccc(/C=N/n2c(SC)nnc2-c2ccccc2)c(OC)c1OC,-1,2,4,-5,2,-0.3,3,0.2,-15
COc1cc(/C=C/C(=O)OCC(=O)NC(=O)NC2CCCC2)ccc1OCC#N,2,-4,0,-18,1,-0.9,5,-0.7,5
O=C(NCc1ccco1)c1ccc2c(=O)n(-c3ccccc3)c(=O)n(Cc3cccc(F)c3)c2c1,4,10,-4,·,2,0.4,-7,-0.2,-5
O=C(O)c1ccc(NS(=O)(=O)c2ccc(Cl)c(Cl)c2)cc1O,-2,-31*,-6,7,2,-0.2,-5,0.8,22
Cc1ccc(S(=O)(=O)CC(=O)Nc2nnc(C)s2)cc1,-4,-1,-7,-1,1,-0.9,0,-0.2,3
CCC1=Nc2ccccc2NC2=C1C(=O)CCC2,-9,-4,0,-5,1,1.2,-1,0.2,14
COCCNC(=S)NNC(=O)c1ccc(-n2cnnn2)cc1,-1,7,2,-9,2,0.9,-1,2.3,-1
CC(C)CC(=O)NC(=S)NNC(=O)c1ccc(NC(=O)C2CCCCC2)cc1,-2,1,0,-11,1,0.7,2,-0.9,5
Cc1ccc(/C=N/NC(=O)c2c(-c3ccccc3)noc2C)c(O)c1,2,-2,2,·,0,0.6,-2,0.1,-12
CCC(C)(C)NC(=O)C(c1sccc1C)N(Cc1ccco1)C(=O)c1csnn1 (configuration not stated),-11,23,-5,-3,-1,-0.1,-8,0.0,5
C=CCN(CC=C)C(=O)CN1C(=O)NC(c2ccccc2)(c2ccccc2)C1=O,11,-3,-3,-21,10,1.2,5,-3.2,0
Cc1ccc(NC(=O)CN2C(=O)COc3ccc(S(=O)(=O)N4CCCC4)cc32)c(C)c1,-1,-47*,-10,10,2,-0.5,-5,0.2,0
Cc1cccc(-n2cnc3cc(C(=O)NCc4ccccc4Cl)ccc32)c1,-2,13,0,-8,0,-0.4,-1,0.9,·
CCc1nnc(NC(=O)CSc2nccn2-c2cc(C)cc(C)c2)s1,4,0,-8,13,1,0.1,11,-0.4,3
O=C(Nc1ccc(C(=O)O)cc1)/C(=C\C=C\c1ccccc1)NC(=O)c1ccccc1Cl,-2,4,-10,-6,1,1.4,-2,0.7,2
O=C(NNC(=O)C1[C@H]2CCCC[C@@H]12)Nc1cccc2ccccc12 (some centres not stated),6,6,-2,7,3,0.1,4,-0.3,-20

# Some of the entries so far, with two lines to a compound.
# Order of results – D2 potentiator	D1 antagonist	D1 PAM	RXFP1 antag	D1 ag	TRHR ag	TRHR PAM	D2 ag	D2 antag
CCN(Cc1ccccc1)C(=O)Nc1ccc2c(c1)N(C)C(=O)c1ccccc1S2
 : -2	-2	-3	0	-1	-0.4	-2	0.1	·
COc1ccc(/C=N/n2c(SC)nnc2-c2ccccc2)c(OC)c1OC
 : -1	2	4	-5	2	-0.3	3	0.2	-15

# New compounds follow.
SMILES,D2 potentiator,D1 antagonist,D1 PAM,RXFP1 antag,D1 ag,TRHR ag,TRHR PAM,D2 ag,D2 antag
c1ccc(CCNc2nc(-c3cccnc3)cs2)cc1,4,-20,-4,-9,5,0.4,-3,-0.5,3
CCc1nc2sc3c(c2c(=O)n1CCO)CCC3,1,-44*,0,-3,0,-0.3,-1,0.1,6
Cc1cc(N2CCC(C)CC2)nc2ccc(NC(=O)Cc3c(F)cccc3Cl)cc12,30,0,0,·,1,-0.2,-9,1.4,·
CCOc1ccc(S(=O)(=O)NCc2ccccc2)cc1C(N)=O,0,·,-4,7,4,0.4,13,0.4,2
Cc1ccc(NC(=O)C(Cc2c[nH]c3ccccc23)NC(=O)OC(C)(C)C)c(C)c1 (configuration not stated),10,-35*,-5,-4,2,-1.2,-7,-2.0,·
Cc1ccc(OCC(=O)Nc2ccccc2C(=O)NC2CC2)cc1,9,5,0,-3,1,-0.3,8,0.6,-3
Cc1cccc(CN2C(=O)c3ccccc3S(=O)(=O)c3ccc(C(=O)N(C)Cc4ccccc4)cc32)c1,·,-4,-2,·,3,0.3,-4,-0.2,·
O=C(CNC(=O)c1ccc(S(=O)(=O)N2CCCC2)cc1)N/N=C/c1ccc(Cl)cc1,-4,-10,-5,·,1,-0.1,-6,0.4,-8
COc1ccc(CNC(=O)c2cnc3n(c2=O)CCS3)cc1,6,8,0,·,2,0.1,-4,1.5,-2
Brc1ccc(-c2cn3cccnc3n2)cc1,-2,-16,-9,-9,1,-1.0,-8,-0.2,6
CC(C)=NNc1nc2sc3c(c2c(=O)[nH]1)CC(C)(C)OC3,0,3,-6,-13,3,-0.2,9,0.3,6
O=C(Cn1c2ccc(F)cc2c2nc3n(c(=O)c21)CCS3)Nc1ccccc1F,0,-16,-6,·,3,0.5,-5,-0.2,7
COc1cc(/C=C/C(=O)NNc2c(F)c(F)cc(F)c2F)ccc1OC(F)F,9,12,-10,1,0,-0.2,-3,0.0,4
CCOC(=O)c1cc(-c2ccccc2)sc1NC(=O)C(C)Sc1nnc(C)s1 (configuration not stated),-5,-1,2,-9,4,0.4,-5,0.8,8
CCOC(=O)CCn1nnc(N)n1,-18,-13,2,14,1,0.7,-2,0.5,-28
Cc1ccc(NC(=O)CCCNC(=O)c2ccc(Cl)cc2)c(Br)c1,-5,-9,5,-15,-1,0.0,1,0.1,-23

# High-throughput results (PubChem BioAssay)
